From PubChem BioAssay
Sm TGR block: blocks Schistosoma mansoni thioredoxin glutathione reductase; Q962Y6; purified TGR, DTNB reduction, TNB absorbance 405 nm; Potency, µM (doses to about 114 µM), for inactives: at the top dose activity change, negative = inhibition, most hits filed as inhibitors; 360,000 compounds, 3% hits; AID 485364; further: nearly all actives have a fitted effect of over 60% in size
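TGR 20 nM + NADPH 100 uM (dispensed conc.), cpd preinc 15 min RT; start with NADPH (500 uM addition) then DTNB (15 mM addition). Kinetic TNB absorbance, 405 nm filter. Four-parameter Hill fit across titration.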
Pf growth 96h: P. falciparum growth inhibition at 96 hours | 320,000 compounds, 6.9% hits | Potency, µM (top dose mostly 28.7 µM), for the others: top-dose activity change, negative = inhibition, most hits filed as inhibitors | P. falciparum luciferase reporter growth, 96 h | AID 504834
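Two parasite generations (96 h, 37 C, 5% CO2) of compound exposure in infected erythrocytes (0.05% parasitemia, 2% hematocrit). Luciferase-reporter P. falciparum; decreased luminescence indicates inhibited growth, aimed at apicoplast-acting delayed death.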
LmPK inh: blocks Leishmania mexicana pyruvate kinase activity; Q27686; purified LmPK, Kinase-Glo ATP luminescence, 1 h; Potency, µM (titrated, usually from 57.5 µM), inactives show top-dose activity change, negative = inhibition, hits mostly inhibitors; 290,000 compounds, 0.37% hits
Target sequence (Q27686 whole entry, looked up): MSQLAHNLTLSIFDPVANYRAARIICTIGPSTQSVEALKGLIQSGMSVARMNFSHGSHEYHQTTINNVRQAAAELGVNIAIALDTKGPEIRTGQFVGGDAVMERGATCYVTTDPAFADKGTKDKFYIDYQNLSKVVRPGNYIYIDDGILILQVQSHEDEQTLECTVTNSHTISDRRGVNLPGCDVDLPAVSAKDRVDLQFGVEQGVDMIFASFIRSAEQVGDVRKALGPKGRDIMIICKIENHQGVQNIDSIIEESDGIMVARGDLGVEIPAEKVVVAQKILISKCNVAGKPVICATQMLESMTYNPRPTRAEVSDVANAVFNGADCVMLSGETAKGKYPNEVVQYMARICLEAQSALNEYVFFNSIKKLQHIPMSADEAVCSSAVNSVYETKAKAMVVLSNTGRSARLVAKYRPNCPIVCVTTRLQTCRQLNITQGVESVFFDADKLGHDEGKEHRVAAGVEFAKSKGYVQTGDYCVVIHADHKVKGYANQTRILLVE
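qHTS format; LmPK 0.1 nM; substrates PEP 0.5 mM and ADP 0.1 mM. One-hour room-temperature incubation, then coupled luciferase luminescence; 0.5 nM enzyme wells mark activation.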
HCV inhibitor: blocks hepatitis C virus; Huh7.5.1 HCVcc-Cre infection, luciferase reporter, 44 h; Potency, µM (titrated, usually from 41.8 µM), inactives show top-dose activity change, negative = inhibition, usual class: inhibitors; 340,000 compounds, 3.4% hits
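1,000 cells/well; 4 h culture; + compound; + HCVcc-Cre (~0.5 moi); 44 h; luciferase substrate, RT 15 min; read 15 sec.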
Pf growth 48h: P. falciparum growth inhibition at 48 hours (one generation) | 310,000 compounds, 5.9% hits | P. falciparum luciferase growth in erythrocytes, 48 h | Potency, µM (highest dose often 28.7 µM), without a hit: at the highest dose activity change, negative = inhibition, usual class: inhibitors | AID 504832
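Here the parasites carry a stable luciferase gene and grow inside erythrocytes in Albumax-based RPMI medium with compound for one erythrocytic cycle. Activity is scored as loss of luminescent signal.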
TbPYK inhibitor: T. brucei pyruvate kinase inhibition; TbPYK enzyme, Kinase-Glo Plus ATP luminescence, 45 min; Potency, µM (top dose mostly 76.8 µM), inactives show at the top dose activity, negative = inhibition, usual class: inhibitors; 410,000 compounds, 0.12% hits; Q57TT1; AID 624173; further: nearly all actives have a fitted effect of over 50% in size
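Quantitative HTS: titrated library compounds versus trypanosomal pyruvate kinase in TEA buffer (pH 7.2) containing KCl, MgCl2, BSA and Tween-20. Reactions were initiated with ADP, 130 uM final. Kinase-Glo Plus luminescence was read after 45 min at RT.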
* = called active by the depositor; ? = inconclusive; / = not tested or not shown; & = joins results of further samples; [ ] = another dose, or the depositor's remark. The call rests on the fitted dose curve; in most records, active means well fitted curve in the direction sought with a large enough effect; inconclusive means small, poorly fitted or top-dose-only effect, or another doubt; inactive means no such curve, though single readings can be large; an effect the other way counts as inactive or inconclusive. On the % scale 0 is the no-effect control and ±100 the full control effect; potency means the concentration at half of the fitted maximal effect.

Sample of the layout:
SMILES | Sm TGR block | Pf growth 96h | LmPK inh | HCV inhibitor | Pf growth 48h | TbPYK inhibitor
CC(C)(C)NC(=O)Cn1c(SCC(=O)NC2CCCCC2)nc2ccccc21 | 6% | / | 0% | -9% | ? | -2%
O=C(NCCCN1CCOCC1)c1cn(-c2ccccc2)nc1-c1cccs1 | -22% | -28% | 2% | -2% | / | -10%

This part in full (from the top)
SMILES | Sm TGR block | Pf growth 96h | LmPK inh | HCV inhibitor | Pf growth 48h | TbPYK inhibitor
CC(C)(C)NC(=O)Cn1c(SCC(=O)NC2CCCCC2)nc2ccccc21 | 6% | / | 0% | -9% | ? | -2%
O=C(NCCCN1CCOCC1)c1cn(-c2ccccc2)nc1-c1cccs1 | -22% | -28% | 2% | -2% | / | -10%
Cc1nn(S(=O)(=O)c2cccs2)c(C)c1Sc1ccc([N+](=O)[O-])cc1 | 10% | ? | 6% | 10µM* | ? | 6%
Cc1ccc(Cn2c(=S)[nH]c3ccc(N4CCOCC4)cc3c2=O)o1 | ? | 0% | 5% | ? | ? | ?
COC(=O)CNC(=O)C1CCN(C(=O)OCc2ccccc2)CC1 | -10% | ? | -7% | 8% | 8% | 2%
Fc1ccc(-c2nc(-c3cnccn3)no2)c(Cl)c1 | 6% | 233%[activator] | ? | -1% | 291%[activator] | -13%
COc1ccc(NC(=O)CSc2cn[nH]n2)cc1OC | -1% | ? | 7% | -1% | 19% | 3%
O=C(O)c1cccc(-c2ccc(/C=N/Nc3ccc([N+](=O)[O-])cc3)o2)c1 | -21% | 4% | 0% | -5% | -18% | -3%
O=C(NCC1CCCO1)C(c1cccs1)N(C(=O)c1ccc(CN2CCOCC2)o1)c1ccc(Cl)cc1 (stereo unspecified) | -27% | 35%[activator] | 0% | 34%[activator] | -13% | -11%
Cc1nc2c(c(=O)[nH]1)C(c1ccccc1Cl)c1c(c3ccccc3oc1=O)O2 (stereo unspecified) | -2% | -2% | 2% | 1% | 1% | -14%
C=CCNC(=O)c1ccc2c(=O)n(Cc3ccccc3OC)c(=S)[nH]c2c1 | 5% | 22% | -1% | ? | 3.3µM* | 0%
CC(C)CO/C(=N/S(=O)(=O)c1ccccc1)c1ccccc1 | -1% | 26% | 3% | -3% | / | -8%
CN(C)C(=O)COC(=O)c1ccccc1Sc1ccccc1C#N | -2% | 18% | 2% | 20% | 8% | 5%
CCCc1ccc2oc(C(=O)N3CCC(COC)C3)c(C)c2c1 (stereo unspecified) | 1% | ? | 0% | 31%[activator] | 78%[activator] | -1%
CCOC(=O)C(Oc1ccc(=O)n(-c2ccccc2)n1)C(C)=O (stereo unspecified) | 3% | 6% | 8% | -5% | ? | -19%
CC(NC(=O)C1CCN(C(=O)[C@@H]2Cc3ccccc3CN2C(=O)OC(C)(C)C)CC1)c1ccccc1 (stereo partly specified) | -25% | ? | 3% | 15% | ? | 2%
O=C(CSc1nc2ccccc2c(=O)n1-c1ccccc1)NCc1ccco1 | -29% | -2% | 7% | 2% | 0% | 1%
CCOc1ccccc1NC(=O)CCn1nc(C)c(S(=O)(=O)N2CCCCC2)c1C | -6%&-2% | 39%[activator] | 9% | -3% | ? | -2%&2%
O=C(O)c1cccc(Nc2ncnc3sccc23)c1 | 2% | 375%[activator] | -1% | 13% | 162%[activator] | -7%
O=C(CCn1c(=O)oc2ccccc21)Nc1cccc([N+](=O)[O-])c1 | 0% | 120%[activator] | 2% | -1% | 5% | 0%
CN(C(=O)c1ccc2c(c1)S(=O)(=O)N=C1CCCCCN12)c1ccccc1 | -2% | 0% | / | -14%[8.37 µM] | 0% | 8%
Cc1c(C(=O)N2CCc3ccccc3C2)oc2ccccc12 | 0% | 2% | 1% | ? | 44%[activator] | 1%
CN(C)CCNC(=O)c1cc2c(s1)-c1ccccc1OC2 | 7% | ? | 6% | 25µM* | / | -7%
COC(=O)[C@]1(C)CCC[C@@]2(C)C3CC[C@]4(OC(C)=O)C[C@@]3(CCC21)CC4=O (stereo partly specified) | -30% | ? | / | ? | ? | 4%
COc1ccc(/C=C2\CCCC3C2=NN(C(=O)c2scnc2C)C3c2ccc(OC)c(OC)c2)cc1OC (stereo unspecified) | 0% | / | 6% | 0% | ? | 0%
Cc1ccc(C)c(/C(O)=C2/C(=O)C(=O)N(CCN3CCOCC3)C2c2ccco2)c1 (stereo unspecified) | 20µM* | ? | 2% | 18% | ? | 4%
CC(C)(C)c1ccc(OCC(=O)N/N=C/C2CC=CCC2)cc1 (stereo unspecified) | -7% | ? | -2% | 21% | 28% | 5%
CC(=O)OCC(=O)[C@@]1(O)CC[C@H]2[C@@H]3CCC4=CC(=O)C=C[C@]4(C)[C@H]3[C@@H](O)C[C@@]21C | 6% | -17% | 6% | -1%[8.37 µM] | ? | 0%
CC1=C(C(=O)OCc2ccccc2)C(c2cccc(Cl)c2Cl)NC(=O)N1CCCCCC(=O)O (stereo unspecified) | -5% | 11% | -6% | 3% | 9% | 0%
CCc1ccc(Nc2n[n+](C)c(-c3ccncc3)s2)cc1 | 12% | ? | -5% | ? | 9% | -3%
COc1ccc(S(=O)(=O)N(C)c2ccc(C(=O)Nc3cccnc3)cc2)cc1OC | ? | ? | -2% | -30% | -19% | 2%
CCN1C(=O)[C@H]2[C@@H](c3ccc(C)cc3)N3C(=O)N(c4cccc(F)c4)C(=O)[C@@]3(C)[C@H]2C1=O | -3% | 84%[activator] | -4% | -3%[8.37 µM] | 35%[activator] | -1%
CCCCCCn1c(CN2CCCCC2C)nc2c1c(=O)n(C)c(=O)n2C (stereo unspecified) | 3% | ? | 3% | 25µM* | -13% | 6%
COc1ccc(CNCCC(c2ccccc2)C2CCOC(C)(C)C2)cc1 (stereo unspecified) | 12% | ? | -3% | ? | ? | 1%
Cc1ccc2c(c1)/C(=N/OC(=O)c1ccc(F)cc1)CCS2 | 5% | -4% | 1% | 3% | -10% | 0%
O=[N+]([O-])c1cccc2ncccc12 | 6% | 3% | 2% | 9% | 49%[activator] | -29%
CCc1ccc(S(=O)(=O)/N=C2\C=C(Nc3ccc(O)cc3)C(=O)c3ccccc32)cc1 | -22% | ? | -19% | ? | 0.74µM* | ?
COc1cccc(CNC(=O)CCC2CCCN(C(=O)c3ccc(OC)c(F)c3)C2)c1 (stereo unspecified) | -3% | 23% | 0% | -5% | -17% | 0%
Cc1ccc(S(=O)(=O)N2CCCC2)cc1C(=O)NCC(C)(C)N1CCOCC1 | -6% | -10% | / | 30% | -4% | 27%
CCCCOc1ccc(Cl)cc1CSc1nncn1N | -1% | -6% | 4% | -18% | ? | -25%
NCCNc1ccc([N+](=O)[O-])c(Sc2nc3ccccc3[nH]2)c1 | 1% | 13µM* | 2% | -4% | ? | -1%
Cc1onc(-c2ccccc2)c1C(=O)NC(=S)NNC(=O)c1cc(-c2ccc(F)cc2)n[nH]1 | -6% | ? | 3% | -23% | -13% | 1%
C/C(=N\O)c1ccc2c3ccccc3n(C)c2c1 | -18% | -24% | 5% | ? | 101%[activator] | -1%
Cc1cc(OCCCCn2ccnc2)cc(C)c1Cl | -4% | ? | 4% | ? | ? | 5%
Cn1c(O)c(C=NCCOc2ccc(Cl)cc2)c(=O)n(C)c1=O | 0% | 2% | 0% | 8% | 0% | -2%

For convenience, 10 of the compounds above:
SMILES | Sm TGR block | Pf growth 96h | LmPK inh | HCV inhibitor | Pf growth 48h | TbPYK inhibitor
O=[N+]([O-])c1cccc2ncccc12 | 6% | 3% | 2% | 9% | 49%[activator] | -29%
CCc1ccc(S(=O)(=O)/N=C2\C=C(Nc3ccc(O)cc3)C(=O)c3ccccc32)cc1 | -22% | ? | -19% | ? | 0.74µM* | ?
COc1cccc(CNC(=O)CCC2CCCN(C(=O)c3ccc(OC)c(F)c3)C2)c1 (stereo unspecified) | -3% | 23% | 0% | -5% | -17% | 0%
Cc1ccc(S(=O)(=O)N2CCCC2)cc1C(=O)NCC(C)(C)N1CCOCC1 | -6% | -10% | / | 30% | -4% | 27%
CCCCOc1ccc(Cl)cc1CSc1nncn1N | -1% | -6% | 4% | -18% | ? | -25%
NCCNc1ccc([N+](=O)[O-])c(Sc2nc3ccccc3[nH]2)c1 | 1% | 13µM* | 2% | -4% | ? | -1%
Cc1onc(-c2ccccc2)c1C(=O)NC(=S)NNC(=O)c1cc(-c2ccc(F)cc2)n[nH]1 | -6% | ? | 3% | -23% | -13% | 1%
C/C(=N\O)c1ccc2c3ccccc3n(C)c2c1 | -18% | -24% | 5% | ? | 101%[activator] | -1%
Cc1cc(OCCCCn2ccnc2)cc(C)c1Cl | -4% | ? | 4% | ? | ? | 5%
Cn1c(O)c(C=NCCOc2ccc(Cl)cc2)c(=O)n(C)c1=O | 0% | 2% | 0% | 8% | 0% | -2%

Later entries:
SMILES | Sm TGR block | Pf growth 96h | LmPK inh | HCV inhibitor | Pf growth 48h | TbPYK inhibitor
O=C(NCc1ccccc1)C(c1ccccc1)N(C(=O)c1csnn1)C1CCCC1 (stereo unspecified) | 4% | ? | -1% | -4% | 40%[activator] | -10%
CCCN(CC(=O)Nc1cc(Cl)ccc1Cl)C(=O)CN1C(=O)C2CCCCC2C1=O (stereo unspecified) | -2% | ? | -3% | -7% | -10% | 7%
CNc1n[nH]c(=S)s1 | 0% | 23% | 2% | 12% | 9% | ?
O=C(O)c1ccccc1/C=N/Nc1ccc(S(=O)(=O)N2CCOCC2)cc1[N+](=O)[O-] | -12% | ? | 3% | 1% | ? | 6%
O=C(/C=C/c1cc([N+](=O)[O-])ccc1OC(F)F)Nc1cccc2ccccc12 | -1% | -7% | -3% | -21% | 1% | -5%
Cc1ccc(NC(=O)COC(=O)Cc2c[nH]c3ccccc23)cc1C | -4% | -11% | / | 17% | 34%[activator] | 0%
O=C(NCc1nc2ccccc2[nH]1)c1cccs1 | 4% | 25% | 3% | 13% | 37%[activator] | 0%
Cc1[nH]n(-c2ccc([N+](=O)[O-])cc2)c(=O)c1C=NCCc1c(C)[nH]c2ccccc12 | -10% | 32%[activator] | 2% | -3% | ? | -6%
Cc1c(Cl)cccc1NC(=O)CC1SC(=NCC2CCCO2)NC1=O (stereo unspecified) | 1% | ? | -1% | 2% | -8% | -5%
COc1ccc(C(=O)n2nc(C)cc2C)cc1OC | 3% | / | 0% | 6% | 15% | -3%
CC(C)Cn1c(N)c(C(=O)COC(=O)c2cc(-c3ccccc3)nc3ccccc23)c(=O)n(C)c1=O | 0% | 12µM* | 3% | ? | ? | -10%
CCCCNc1ccc2nsnc2c1[N+](=O)[O-] | -6% | 7% | 2% | ? | 13% | -8%
O=C(CCCNS(=O)(=O)c1cccc2nsnc12)NCc1ccccc1 | 20% | 9.3µM* | 1% | 11% | 5% | 1%
Cc1ccc(CSCC(=O)N(C)CC(=O)Nc2c(Cl)cccc2Cl)cc1 | -3% | ? | / | 0% | 10µM* | -4%
CCN(CC)c1ccc(NC(=O)COC(=O)Cc2ccsc2)cc1 | -3% | 29% | / | 9% | 79%[activator] | -31%
CN(C)/C=C/c1onc(-c2ccccc2Cl)c1C#N | -6% | 32%[activator] | -4% | -16% | 78%[activator] | -8%
CCNc1nc(SCc2ccccc2)nc(N2CCOCC2)n1 | -14% | 2%[5.75 µM] | 1% | 5.6µM* | -18% | -4%
COc1ccc(CNC(=O)CS(=O)Cc2nc(-c3ccc(C)cc3)oc2C)cc1 (stereo unspecified) | 50µM* | 7.4µM* | 9% | -12% | / | 3%
COc1ccc2[nH]c(=O)c(CN(C(=O)c3cccnc3)c3cccc(C)c3)cc2c1 | 14% | -6% | 3% | -12% | -8% | -17%
N#CCC(=O)N/N=C\c1ccccc1OC/C=C/c1ccccc1 | 3% | 62%[activator] | -3% | -16% | 20% | 5%
O=C(O)c1cccc2c1C(=O)N(C1CCCCC1)C2 | -15% | 17% | 12% | 22% | / | 1%
